GLS inh – glutaminase GLS (human) inhibition. O94925. GLS enzymatic activity, qHTS titration. Potency, µM (top dose mostly 45.5 µM), without a hit: at the top dose activity change, negative = inhibition, actives largely listed as inhibitors. 0.21% of 410,000 active; note: potency is the fitted concentration of half-maximal effect; % is set by controls: 0 for no effect and ±100 for the full control effect
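Read-out is an Amplex red fluorescence increase coupled through glutamate oxidase and HRP, measured before and after 30 min room-temperature incubation. hKGA is in 45 mM KH2PO4 (pH 8.2) with 0.02% Tween-20; glutamine added as 1mM solution.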
PGK inhibitor – inhibitors of T. brucei phosphoglycerate kinase | 0.043% of 380,000 active | PGK/GAPDH coupled, Kinase-Glo luminescence, 60 min | Potency, µM (highest dose often 57.5 µM), inactives show at the highest dose activity change, negative = inhibition, actives largely listed as inhibitors | AID 602233; note: potency is the fitted concentration of half-maximal effect; % is set by controls: 0 for no effect and ±100 for the full control effect; nearly all actives have a fitted effect of over 60% in size
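Luminescent ATP detection (Kinase-Glo Plus) follows a 60-minute room-temperature incubation, with wells lacking PGK as controls. Buffer: 100 mM TEA (pH 7.6), 5 mM MgCl2, 0.01% Tween-20. Coupling enzyme GAPDH (100 nM final) supplies unstable 1,3-BPG in-well.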
G9a block – blocks human histone lysine methyltransferase G9a | Potency, µM (series often up to 102 µM), for the others: top-dose activity, negative = inhibition, usual class: inhibitors | G9a H3K9 monomethylation, AlphaScreen, 2 h | Q96KQ7 | 8.8% of 350,000 active; note: potency is the fitted concentration of half-maximal effect; % is set by controls: 0 for no effect and ±100 for the full control effect; nearly all actives have a fitted effect of over 75% in size
Target sequence (Q96KQ7 913-1193 limits assumed): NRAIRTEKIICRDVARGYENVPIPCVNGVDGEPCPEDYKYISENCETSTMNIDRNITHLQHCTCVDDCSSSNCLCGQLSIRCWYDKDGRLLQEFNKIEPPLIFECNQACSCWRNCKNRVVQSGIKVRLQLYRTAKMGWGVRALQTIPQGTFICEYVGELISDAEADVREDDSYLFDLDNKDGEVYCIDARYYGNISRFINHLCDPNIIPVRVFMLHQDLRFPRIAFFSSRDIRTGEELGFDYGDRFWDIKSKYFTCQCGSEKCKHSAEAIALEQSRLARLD
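Compounds were preincubated with 20 nM G9a for 15 min, after which biotinylated H3K9 peptide (500 nM) and SAM (20 uM) started a 2 h room-temperature reaction. Monomethylated product was quantified by antibody-based AlphaScreen chemiluminescence.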
Pin1 inh – human Pin1 inhibition; Potency, µM (top dose mostly 115 µM), without a hit: at the top dose activity, negative = inhibition, most hits filed as inhibitors; Q13526; 0.009% of 390,000 active; Pin1 FP peptide displacement, HiFluor488, 10 min; active = well fitted inhibition curve with a large enough effect in the polarisation, with a control signal flat, not every such curve was filed as active; inconclusive = small, poorly fitted or top-dose-only effect, or effect the other way, or a change in a side signal; inactive = no such curve, though single readings can be large or run the other way; the % refers to the polarisation; note: potency is the fitted concentration of half-maximal effect; % is set by controls: 0 for no effect and ±100 for the full control effect
Target sequence (Q13526 whole entry, looked up): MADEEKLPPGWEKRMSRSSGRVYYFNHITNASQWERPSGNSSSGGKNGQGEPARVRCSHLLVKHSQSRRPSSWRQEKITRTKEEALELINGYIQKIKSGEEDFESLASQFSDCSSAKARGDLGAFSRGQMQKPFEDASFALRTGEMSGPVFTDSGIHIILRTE
JMJD2A Tudor – inhibitors of human JMJD2A Tudor domain; O75164; AlphaScreen JMJD2A-Tudor / H3K4me3 peptide binding; Potency, µM (titrated, usually from 114 µM), for inactives: top-dose activity change, negative = inhibition, actives largely listed as inhibitors; 4.4% of 390,000 active; AID 504339; note: potency is the fitted concentration of half-maximal effect; % is set by controls: 0 for no effect and ±100 for the full control effect; nearly all actives have a fitted effect of over 50% in size
ERG Ets-DNA blk – inhibitors of human ERG Ets domain-DNA interaction | fluorescence polarization, His-ERG Ets domain / labelled DNA | P11308 | Potency, µM (titrated, usually from 76.9 µM), for inactives: top-dose FP activity, negative = inhibition, hits mostly inhibitors | AID 624246 | 0.028% of 370,000 active; active = well fitted inhibition curve with a large enough effect in the polarisation, with a control signal flat; inconclusive = small, poorly fitted or top-dose-only effect, or effect the other way, or a change in a side signal; inactive = no such curve, though single readings can be large or run the other way; the % refers to the polarisation;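 note: polarization taken with two DNA probes labelled with fluorescein and Texas red; potency is the fitted concentration of half-maximal effect; % of control where 0% means no effect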
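His-tagged ERG Ets domain (1 uM in the protein solution; 300mM KCl, 50mM Tris-HCl, 1mM EDTA, 1mM DTT, pH 7.5) received compound, then a probe mix of 5 nM fluorescein-DNA and 100nM Texas-615-DNA. Fluorescence polarization was read for both dyes.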
BAZ2B inh – BAZ2B (human) inhibition; Q9UIF8; AlphaScreen BAZ2B-H3K14Ac peptide displacement; Potency, µM (top dose mostly 114 µM), for the others: top-dose activity change, negative = inhibition, usual class: inhibitors; 4.4% of 360,000 active; AID 504333; note: potency is the fitted concentration of half-maximal effect; % is set by controls: 0 for no effect and ±100 for the full control effect; nearly all actives have a fitted effect of over 60% in size
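Inhibition is scored as reduced AlphaScreen emission. The BAZ2B/b-H3(5-23)K14Ac complex (50 nM each) in PBS pH 7.4, 0.01% Tween-20 meets compound (up to 110 uM) for 30 min at RT before bead addition.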
PI4K2A block – inhibitors of human PI4K2A; purified PI4K2A, ADP-Glo luminescence, 1 h; hits give low values; Q9BTU6; 0.13% of 420,000 active; activity change, negative = inhibition, % at 76.9 µM; in the data active = activity change below about -50%; inconclusive = mostly about -30% to -49%;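 note: -100% = wells without enzyme as full effect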
Target sequence (Q9BTU6 whole entry, looked up): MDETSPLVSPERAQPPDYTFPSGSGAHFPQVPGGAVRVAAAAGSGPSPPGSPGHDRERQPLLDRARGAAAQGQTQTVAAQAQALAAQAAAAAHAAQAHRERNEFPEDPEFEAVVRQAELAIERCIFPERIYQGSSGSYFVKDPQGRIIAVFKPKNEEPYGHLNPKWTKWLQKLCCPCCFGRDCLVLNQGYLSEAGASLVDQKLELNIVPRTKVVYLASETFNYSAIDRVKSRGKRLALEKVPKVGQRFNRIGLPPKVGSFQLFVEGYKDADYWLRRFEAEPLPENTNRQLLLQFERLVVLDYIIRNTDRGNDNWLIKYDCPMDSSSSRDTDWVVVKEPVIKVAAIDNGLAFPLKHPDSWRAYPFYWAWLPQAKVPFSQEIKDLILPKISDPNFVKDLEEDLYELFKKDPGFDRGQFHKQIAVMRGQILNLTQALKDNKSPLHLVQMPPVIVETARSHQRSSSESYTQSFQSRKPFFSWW
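ADP-Glo luminescence measured ADP generated by PI4K2A enzyme (4 ug/mL before mixing) with 1.2 mM PI substrate (pre-mix) and 300 microM ATP (pre-mix). Tris pH7.5 buffer with MgCl2, Triton X-100; 1 h reaction at ambient temperature.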
HP1b binding inh – blocks HP1-beta chromodomain binding to methylated histone tails. AlphaScreen HP1-beta / biotin-H3K9me3 peptide binding. Potency, µM (titrated, usually from 114 µM), inactives show at the highest dose activity change, negative = inhibition, hits mostly inhibitors. P83916. 0.56% of 390,000 active; note: potency is the fitted concentration of half-maximal effect; nearly all actives have a fitted effect of over 70% in size; inactives centre near 23
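AlphaScreen: HP1-beta (50 nM) preformed 30 min with biotin-H3(1-18)K9me3 peptide (50 nM) in PBS pH 7.4, 0.01% Tween-20. Compound added for 30 min at RT, then streptavidin donor/nickel chelate acceptor beads (10 ug/mL) for 30 min.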
* = called active by the depositor; i = inactive; ? = inconclusive; / = no result given; [ ] = dose if it differs, or a comment. Unless noted, calls come from the whole dose curve; as a rule, active = well fitted curve in the direction sought with a large enough effect; inconclusive = small, poorly fitted or top-dose-only effect, or another doubt; inactive = no such curve, though single readings can be large; an effect the other way counts as inactive or inconclusive.

GLS inh | PGK inhibitor | G9a block | Pin1 inh | JMJD2A Tudor | ERG Ets-DNA blk | BAZ2B inh | PI4K2A block | HP1b binding inh | mol
-9.4% | -6.3% | -16.5% | -2.4% | -22.8% | -6.3% | -34.2% | 2.9 | 29.0% | COc1ccc(S(=O)(=O)N2CCCOC2CNC(=O)C(=O)NCCc2ccco2)cc1C (stereo unspecified)
0.8% | -6.3% | -10.3% | 8.0% | -21.4% | 20.7% | -9.9% | -0.7 | 3.0% | CCOC(=O)Nc1ccc2c(CNC(C)c3ccccc3OC)cc(=O)oc2c1 (stereo unspecified)
-1.9% | i | -5.8%[59 µM] | -2.9% | -21.0% | -0.5% | / | 0.9 | 7.8% | CCc1ccccc1NC(=O)CN(C)S(=O)(=O)c1cccc2nsnc12
14.3% | i | -14.8%[59 µM] | -5.6% | -7.6%[57.1 µM] | 0.1% | -4.4% | 7.3 | 48.3%[activator] | Cc1nnc(SCC(=O)N2CCc3ccccc32)n1-c1ccccc1
-12.7% | -4.5% | ? | -11.4% | 7.0% | -0.3% | -8.4% | -2.4 | 46.7% | O=[N+]([O-])c1ccccc1S(=O)(=O)Oc1ccccc1/C=N/n1cnnc1
-6.5% | -5.3% | 8.4%[12.7 µM] | 24.9% | -15.8% | 3.6% | -6.4% | 5.6 | 39.9%[activator] | CN(C[C@H](Cc1ccccc1)N(C[C@H](Cc1ccccc1)N(CCc1cc(C(F)(F)F)cc(C(F)(F)F)c1)N=O)N=O)N=O
3.7% | -9.3% | 21.7%[59 µM] | -8.5% | -21.6% | -4.5% | -13.8% | -0.8 | 21.4% | C/C=C\C(=O)Nc1cccc(C2=NOC3(C2)C[C@@H](C(N)=O)N(C(=O)COc2ccc(Cl)cc2)C3)c1 (stereo partly specified)
8.9% | -1.6% | -33.9%[59 µM] | 0.0% | -6.8% | 5.4% | -12.7% | 1.3 | 21.4% | CCc1ccccc1NC(=O)CN(C)C(=O)CSc1nnc(Nc2cccc(C)c2)s1
-19.2% | -7.4% | ? | ? | -11.0% | -6.8% | -24.7% | -5.1 | 13.8% | NC(=O)c1ccc(Oc2ccc3ccc(=O)oc3c2)c([N+](=O)[O-])c1
32.3% | -16.1% | ? | 2.6% | -32.8% | -1.5% | -4.0% | -16.2 | -4.0% | CCNC(=S)NNC(=O)c1cc(-c2ccc(OC)cc2)nc2ccccc12
1.1% | 1.7% | -4.6%[59 µM] | 0.6% | -1.6% | -15.4% | -4.1% | -6.0 | 20.6% | COc1ccc(CCNS(=O)(=O)c2ccc3c(c2)OCCO3)cc1
18.2% | -1.9% | / | -3.4% | -20.0% | -12.4% | / | -6.0 | 22.4% | C=C1CCN([C@@H](Cc2ccccc2)C(=O)NC2CCN(Cc3ccccc3)CC2)S(=O)(=O)c2ccccc21
3.2% | 1.6% | 17.0% | 2.3% | 1.4% | -1.3% | -3.0% | -3.8 | 24.8% | O=C(OCn1nnc2ccccc2c1=O)c1ccc2ccccc2n1
2.7% | -13.1% | 12.2%[59 µM] | ? | -12.7% | -16.0% | -15.0% | -0.7 | ? | COc1ccc(-c2nc3sc(CCNC(=O)c4ccco4)c(C)n3n2)cc1
1.7% | -4.3% | 6.9% | 3.3% | -0.7% | 18.2% | -12.4% | -2.6 | 19.3% | CCCN(CCC)c1nc(Cl)nc(NCCN2CCOCC2)n1
0.5% | -4.0% | -2.5% | -2.8% | 3.4% | 9.6% | 10.2% | -1.7 | 21.1% | COc1ccccc1C(=O)NC(=O)Cn1nc(C)c([N+](=O)[O-])c1C
-11.0% | i | -2.5% | 4.6% | -21.1% | -7.0% | -16.6% | -0.6 | 40.2%[activator] | CC(C)(C)c1ccc(/C=C(\C#N)C(=O)Nc2ccccn2)cc1
6.2% | -5.2% | ? | 39.6%[activator] | -29.9% | 9.2% | ? | -18.0 | -0.6% | CCOC(=O)c1c(NC(=O)C(C)Sc2cn(CCNC(=O)c3ccc(OC)cc3)c3ccccc23)sc2c1CCC2 (stereo unspecified)
-0.2% | i | -40.3%[12.7 µM] | 33.0%[activator] | -26.9% | -5.2% | -5.0% | -20.6 | / | CCSc1nnc(NC(=O)CSc2nnc(Cc3cccn3C)n2-c2ccc(C)cc2)s1
2.3% | 4.6% | 7.1%[0.501 µM] | 1.4% | ? | 31.6%[activator] | 5.9% | 1.1 | 38.8% | Cc1cccc(C(C)C)c1NC(=O)COC(=O)C1CC(=O)N(Cc2ccccc2)C1 (stereo unspecified)
-4.5% | i | 2.3%[2.33 µM] | 6.6% | -15.6% | 9.7% | 23.2% | -1.9 | 22.6% | CC1CCCCC1NC(=O)NC(=O)COC(=O)c1cncc(Br)c1 (stereo unspecified)
20.0% | 0.2% | -1.4% | 3.3% | -10.6% | -3.9% | 3.9% | -1.6 | 43.9%[activator] | N/C(COc1ccc(Cl)cc1Cl)=N\O
42.2%[activator] | 8.8% | -26.8% | -2.7% | -10.5% | 7.3% | -13.5% | 1.2 | 9.7% | CCN(CC)c1ccc(/C=N/NC(=O)CNC(=O)c2cccnc2)cc1
2.5% | -2.4% | / | -3.7% | -25.4% | 2.6% | / | -2.7 | 14.8% | CCCN=C1N(C)C[C@@H]2[C@@H]3C(=O)N(Cc4ccccc4)C(=O)[C@@H]3[C@](C)(C(=O)OC)N12
13.7% | 0.4% | 2.9%[12.7 µM] | 1.5% | -16.5% | 8.9% | -4.5% | -4.5 | 51.5%[activator] | CCN1CCN(c2ncc(C(=O)N3CCCc4ccccc43)c3ccccc23)CC1
-2.6% | i | -19.5%[59 µM] | 38.6%[activator] | ? | -1.7% | ? | 1.1 | -29.0% | CC(C)(C)NC(=O)C(c1cccs1)N(CC1CCCO1)C(=O)c1ccc(-c2ccccc2)[nH]1 (stereo unspecified)
2.5% | i | -3.3% | 0.0% | 1.5%[11.4 µM] | 0.0% | -2.9% | -2.2 | -1.9% | CC(=O)NCCc1nc2ccccc2n1CCOc1ccccc1
1.3% | i | -11.9%[59 µM] | 2.7% | -10.4% | -9.0% | 7.0% | -1.1 | 31.7% | CC(=O)Nc1ccc(C(=O)COC(=O)c2c(C)noc2C)c(F)c1
0.3% | -4.2% | -5.2%[59 µM] | -1.4% | -16.7% | -1.9% | -26.9% | 0.3 | 9.8% | Cc1nc(N2CCN(C)CC2)[nH]c(=O)c1Cc1cccc2ccccc12
-8.3% | i | ? | -9.6% | -9.6% | 5.2% | -8.4% | -12.3 | 18.9% | O=C(O)CCn1[nH]c(=O)c2ccccc2c1=O
4.7% | i | -5.8%[59 µM] | -1.9% | -15.9% | 6.8% | -3.0% | -0.1 | 14.2% | CCSc1nnc(NC(=O)c2cc(-c3ccc(C)c(C)c3O)n[nH]2)s1
0.3% | -5.3% | -13.7% | 4.4% | 56.2µM* | -5.2% | -27.6% | -3.5 | -5.2% | CCOc1ccc(NC(=O)Cn2nnc(-c3ccccc3NC(=O)c3cccs3)n2)cc1
-16.2% | -0.5% | / | -7.9% | -8.5% | -3.6% | ? | -3.4 | 17.4% | O=C(Nc1ccc(Cl)c([N+](=O)[O-])c1)c1ccco1
-0.3% | -6.3% | -4.5% | -8.1% | -22.5% | 2.4% | -27.7% | -3.3 | 24.6% | CCOC(=O)c1ccc(-n2c(-c3ccco3)nc3ccccc3c2=O)cc1
8.7% | -11.2% | -47.0%[59 µM] | ? | ? | -1.8% | -29.4% | -9.6 | 1.3% | CCn1cc(C(=O)NCc2ccco2)c(=O)c2cc(S(=O)(=O)N3CCc4ccccc4C3)ccc21
8.8% | 4.4% | 52.1%[activator][59 µM] | 9.2% | ? | 1.5% | 3.1% | -1.6 | 27.9% | CCCN1CCc2nc(N3CCN(C)CC3)ncc2C1
28.0% | -0.2% | 22.7%[2.33 µM] | 0.3% | -32.6% | -6.3% | -33.0% | -2.7 | -8.4% | c1ccc(SCCN2CCN(c3ccccc3)CC2)cc1
-10.0% | -0.6% | 1.2%[59 µM] | -1.4% | -15.0% | 0.5% | -1.8% | 9.7 | 15.5% | CC(NC(=O)CCCn1c(=O)c2cccn2c2cccnc21)c1ccccc1 (stereo unspecified)
-4.1% | -8.1% | -4.0%[2.33 µM] | -1.5% | -12.3% | 4.1% | -3.7% | 1.4 | 33.7% | CCCn1c(SCC(=O)NCC2CCCO2)nc2c1c(=O)n(C)c(=O)n2C (stereo unspecified)
2.2% | -1.7% | 1.1% | 0.5% | -22.8% | 17.8% | -13.1% | -2.2 | 10.7% | O=C(CN1CCN(c2ccccn2)CC1)Nc1nc2ccccc2s1
5.6% | 1.8% | -41.5%[2.33 µM] | -1.4% | -20.5% | -5.8% | 20.0% | -5.0 | 23.0% | CC(=O)Nc1ccc(S(=O)(=O)NCCc2ccccc2)cc1
5.5% | 0.9% | 1.78µM* | -10.3% | 2µM* | -2.4% | ? | 0.5 | 14.1µM* | Cc1[nH]n(-c2ccccc2)c(=S)c1C=NCCCN=Cc1c(C)[nH]n(-c2ccccc2)c1=S
0.0% | -1.8% | 4.0% | -11.1% | -3.4% | -0.8% | -17.1% | -8.5 | 37.6%[activator] | COc1ccc(S(=O)(=O)Nc2ccccn2)cc1C
0.0% | i | / | 4.2% | -15.3% | -5.9% | 4.0% | -0.4 | 15.0% | Cc1cccc(-n2c(=S)[nH]c3nc4c(cc3c2=O)COC(C)(C)C4)c1
2.9% | -8.6% | 0.9%[0.501 µM] | -4.3% | ? | -4.4% | 50.1µM* | -3.7 | ? | Cc1[nH]c2ccc(C(=O)OC(C)C(=O)N(C)c3ccccc3)cc2c1C (stereo unspecified)

Screening data: PubChem BioAssay, National Center for Advancing Translational Sciences (NCATS)
